PAFAH2 inh = inhibitors of human PAFAH2; Q99487; recombinant PAFAH2, FP-rhodamine activity probe, fluorescence polarization; inhibition, % at 3.39 µM; 0.99% of 340,000 active; AID 492956;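 active means inhibition above the mean over all tested compounds plus 3 SD, cut at about 30% in these data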;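 further: inhibitors block probe labeling of enzyme so polarization drops; 0% = enzyme with DMSO and 100% = wells lacking PAFAH2 protein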
GSTO1 inh = counter-screen for RBBP9 inhibitors: inhibitors of human GSTO1. recombinant GSTO1, activity-based probe fluorescence polarization. inhibition, % at 5.96 µM. 1.1% of 300,000 active. P78417;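 active means inhibition above the campaign mean inhibition plus 3 SD, cut at about 35% in these data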;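 further: 0% = GSTO1-1 with DMSO and 100% = wells lacking GSTO1-1 enzyme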
PME-1 primary = PME-1 (human) inhibition. Q9Y570. recombinant PME-1, FP-Rh probe fluorescence polarization. inhibition, % at 5.9 µM. 0.53% of 320,000 active. AID 2130;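 active means inhibition above the campaign mean of all compounds plus 3 SD, cut at about 26% in these data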;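 further: competitive labeling of PME-1 active site by serine hydrolase directed probe; 0% = PME-1 with DMSO and 100% = wells lacking PME-1 enzyme; inhibitors block probe labeling so polarization falls and inhibition rises; many of its hits are not listed in these tables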
Target sequence (Q9Y570 whole entry, looked up): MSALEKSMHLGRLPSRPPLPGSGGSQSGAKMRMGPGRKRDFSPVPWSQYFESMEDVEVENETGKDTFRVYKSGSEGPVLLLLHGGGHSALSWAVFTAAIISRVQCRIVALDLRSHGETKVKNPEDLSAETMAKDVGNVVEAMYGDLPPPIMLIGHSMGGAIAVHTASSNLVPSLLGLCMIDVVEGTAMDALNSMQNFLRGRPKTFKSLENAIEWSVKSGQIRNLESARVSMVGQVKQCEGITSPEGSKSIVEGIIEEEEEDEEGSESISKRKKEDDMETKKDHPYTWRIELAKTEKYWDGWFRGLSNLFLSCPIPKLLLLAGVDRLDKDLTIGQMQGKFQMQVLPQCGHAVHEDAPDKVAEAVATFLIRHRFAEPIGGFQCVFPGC
PAD4 inh = inhibitors of human PAD4 | Q9UM07 | recombinant PAD4, RCA probe fluorescence polarization | inhibition, % at 6.36 µM | 0.41% of 330,000 active;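 active means percent inhibition above a cutoff equal to the mean of all tested compounds plus 3 SD, cut at about 15% in these data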;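 further: 0% = PAD4 with RCA probe and DMSO and 100% = probe without PAD4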
PAFAH1B3 inh = inhibitors of human PAFAH1B3; AID 492972; recombinant PAFAH1B3, FP-rhodamine probe, fluorescence polarization; inhibition, % at 3.39 µM; 0.28% of 340,000 active;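 active means inhibition above the screen-wide average of all tested compounds plus 3 SD, cut at about 25% in these data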;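 further: 0% = enzyme with DMSO only and 100% = wells lacking PAFAH1B3 protein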
LYPLA1 inh = counter-screen for PME1 inhibitors: inhibitors of human LYPLA1; 0.16% of 320,000 active; O75608; recombinant LYPLA1, FP-Rh probe fluorescence polarization; inhibition, % at 5.9 µM;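 active means inhibition above the mean of all tested compounds plus 3 SD, set per campaign, cut at about 14% in these data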;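 further: inhibitors block serine hydrolase probe labeling of LYPLA1 so polarization falls; 0% = enzyme with DMSO and 100% = wells lacking LYPLA1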
Target sequence (O75608 whole entry, looked up): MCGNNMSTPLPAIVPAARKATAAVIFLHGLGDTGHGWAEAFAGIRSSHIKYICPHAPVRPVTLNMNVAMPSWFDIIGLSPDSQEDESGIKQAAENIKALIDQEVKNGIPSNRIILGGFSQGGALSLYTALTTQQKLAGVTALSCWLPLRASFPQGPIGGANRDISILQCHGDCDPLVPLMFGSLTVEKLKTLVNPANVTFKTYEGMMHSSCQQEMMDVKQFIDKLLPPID
pPAFAH inh = inhibitors of human plasma PAF acetylhydrolase (pPAFAH) | recombinant pPAFAH, FP-rhodamine probe fluorescence polarization | inhibition, % at 3.39 µM | 1.5% of 330,000 active | Q13093;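 active means inhibition above the mean inhibition across the screen plus 3 SD, cut at about 25% in these data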;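 further: inhibitors block binding of the rhodamine activity-based probe so polarization drops; 0% = enzyme with DMSO and 100% = wells lacking pPAFAH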
Fam108B inh = Fam108B inhibition, counter-screen for RBBP9 inhibitors | inhibition, % at 9.51 µM | AID 1947 | 0.33% of 300,000 active | recombinant Fam108B, FP-Rh probe fluorescence polarization;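 active means inhibition above the screen mean inhibition plus 3 SD, computed separately per campaign, cut at about 18% in these data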;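 further: inhibitors lower polarization as less probe binds the enzyme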
PAFAH1B2 inh = blocks human PAF acetylhydrolase 1b catalytic subunit 2 | P68402 | recombinant PAFAH1B2, FP-rhodamine activity probe, fluorescence polarization | 1.2% of 340,000 active | inhibition, % at 3.39 µM | AID 492953;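 active means inhibition above the mean of all tested compounds plus 3 SD, cut at about 24% in these data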;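 further: 0% = enzyme with DMSO and 100% = wells lacking PAFAH1B2; many of its hits are not listed in these tables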
Target sequence (P68402 whole entry, looked up): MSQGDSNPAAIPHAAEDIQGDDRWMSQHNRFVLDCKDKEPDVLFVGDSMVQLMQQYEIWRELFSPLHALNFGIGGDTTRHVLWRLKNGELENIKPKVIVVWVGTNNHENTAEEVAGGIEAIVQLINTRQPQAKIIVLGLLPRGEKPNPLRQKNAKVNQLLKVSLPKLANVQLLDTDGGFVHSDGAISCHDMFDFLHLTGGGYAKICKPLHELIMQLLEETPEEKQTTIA
* marks the source's active call; other numbers are inactive results; . = not tested or not shown. This is a subset; rates above refer to the full screens.

SMILES	PAFAH2 inh	GSTO1 inh	PME-1 primary	PAD4 inh	PAFAH1B3 inh	LYPLA1 inh	pPAFAH inh	Fam108B inh	PAFAH1B2 inh
O=C(Nc1cccc(S(=O)(=O)NC2=NCCCCC2)c1)c1cc(-c2ccco2)nc2ccccc12	-5	18	-12	-6	-7	-12	19	-22	-7
Cc1ccc(-n2[nH]c(C)c(/C=N/c3cccc(C)n3)c2=O)cc1	2	-2	1	-2	-5	-1	5	-1	5
CC(=O)Nc1ccc(Nc2nc(C)cc(C)n2)cc1	5	1	0	2	0	5	4	2	-4
COc1ccc(C(C(=O)NC2CCCC2)N(C(=O)c2ccco2)c2ccc3c(c2)OCO3)cc1OC (centres undefined)	5	14	-7	-2	0	1	3	-2	4
Cc1cc(OCC(=O)NC2CCN(Cc3ccccc3)CC2)c2c(C)cc(=O)oc2c1	0	9	-4	-1	4	0	1	3	-4
CCC(C)(C)n1nnnc1C(c1cccs1)N1CCCCC1 (centres undefined)	-3	0	1	5	3	6	3	0	11
O=C(Nc1cc(C(F)(F)F)ccc1Cl)c1cccc(N2C(=O)CCC2=O)c1	-2	-1	11	1	1	-4	3	1	0
N#Cc1cc2c(nc1SCc1cccc(Cl)c1)CCCCC2	-5	-2	4	-3	-3	-1	0	1	4
CC(C)(C)OC(=O)CNC(=O)c1[nH]cnc1C(=O)NC1CCNCC1	-2	.	.	-1	-1	.	6	.	3
CC1CCc2sc(C(=O)Nc3nnc(SCc4ccc(F)cc4)s3)cc2C1 (centres undefined)	2	-4	5	-3	-5	0	7	-2	3
Cn1nc(C(F)(F)F)c(/C=N/OC(=O)c2ccccc2)c1Sc1ccc(Cl)cc1	-4	-7	-3	3	-8	-7	7	-9	2
COc1cccc(CSc2ccc(S(=O)(=O)N3CCOCC3)cc2C(=O)NCC2CCCO2)c1OC (centres undefined)	4	-4	1	-1	6	2	0	1	1
CCNc1ccc(N=Nc2c(C)n(C)n(-c3ccccc3)c2=O)cc1	.	3	-4	-5	.	2	7	-3	.
O=C(c1cccc(S(=O)(=O)Nc2cccc(C(F)(F)F)c2)c1)N1CCOCC1	-2	2	2	0	4	-2	5	-2	3
C#CCOCCOCCOCCNc1nc(N2CCN(C(=O)[C@H]([C@@H](C)CC)n3cc([C@@H](N)CC(C)C)nn3)CC2)nc(N2CCN(C(=O)[C@H](Cc3ccc(O)cc3)n3cc([C@@H](N)CC(C)C)nn3)CC2)n1	.	5	7	3	.	0	2	5	.

Results in GSTO1 inh (two entries from above):
canonical_smiles	GSTO1 inh
COc1ccc(C(C(=O)NC2CCCC2)N(C(=O)c2ccco2)c2ccc3c(c2)OCO3)cc1OC (centres undefined)	14
Cc1cc(OCC(=O)NC2CCN(Cc3ccccc3)CC2)c2c(C)cc(=O)oc2c1	9

Remaining list, next part.
SMILES	PAFAH2 inh	GSTO1 inh	PME-1 primary	PAD4 inh	PAFAH1B3 inh	LYPLA1 inh	pPAFAH inh	Fam108B inh	PAFAH1B2 inh
CC1=NN(C(=O)c2ccc(Cn3nc(C)c(Br)c3C)cc2)C(O)(C(F)(F)F)C1 (centres undefined)	4	1	0	-10	9	-4	3	1	2
CCCC(C)C(=O)Nc1cc([N+](=O)[O-])ccc1F (centres undefined)	-4	-2	-1	-1	12	2	5	1	6
Cc1ccc(Cl)cc1N1CCN(C(=O)Cc2cn(C)c3ccccc23)CC1	-1	7	9	-4	0	4	6	-2	3
O=C(CCC(=O)N1CCCCC1)Nc1ccc(Cl)c(Cl)c1	16	1	-6	2	8	-2	4	0	-2
Cc1ccc(C(=O)COC(=O)CCc2nc3ccccc3[nH]c2=O)cc1C	12	-1	-1	1	1	-2	-1	-4	1
Cc1ccc(C2NC(C(=O)O)CS2)cc1 (centres undefined)	.	0	-6	-5	.	1	1	1	.
CCC(C)Sc1cccc(-c2nc3ccc(C)cn3c2NC2CCCCC2)c1 (centres undefined)	-7	0	7	-7	6	1	4	4	-2
Cc1ccc(NC(=O)CNCc2ccccc2Cl)cc1S(=O)(=O)N(C)C	1	-3	-4	1	5	0	9	1	8
COc1ccccc1NC(=O)C1CCCN(S(=O)(=O)c2cnc[nH]2)C1 (centres undefined)	0	4	-8	4	4	1	-3	-3	2
CC(NC(=O)c1cccnc1)C(=O)O (centres undefined)	-2	0	2	-6	-4	-2	1	1	1
O=C(O)CCN1CCOCC1	0	3	-5	-4	-1	1	3	-1	4
O=C(Nc1ccc(Cl)cc1)/C(=C/c1cccc(O)c1)c1nc2ccccc2s1	-43	-30	-50	-8	-32	-28	-9	-25	-19
CCOc1ccc2nc(N3CCCC(C(=O)NCCCN4CCCCC4)C3)sc2c1 (centres undefined)	1	4	-3	2	3	3	3	2	4
COc1ccc(/C=N/NC(=O)CCN2CCCCC2c2cccnc2)cc1Cn1cc([N+](=O)[O-])cn1 (centres undefined)	-7	-1	0	-5	4	2	1	-3	-2
O=C(CNC(=O)c1ccco1)OCC(=O)c1ccc(Br)cc1	-2	1	2	2	2	3	0	1	11
CC(C)N=C1NN=C(c2ccc(F)cc2)CS1	8	8	-8	1	10	0	2	2	0
COCCN(C(=O)CSc1nnc(-c2ccccc2C)n1C)c1c(N)n(Cc2ccccc2)c(=O)[nH]c1=O	0	2	1	-1	6	-2	0	-1	0
CCOC(=O)CN(C(=O)c1snc(C(N)=O)c1N)C(C(=O)NC1CCCCC1)c1ccc(F)cc1 (centres undefined)	-2	8	-18	-3	6	0	1	4	-1
Cc1ccc(OCC(=O)NCCCNC(=O)c2cccnc2)cc1C	1	1	1	-4	4	0	0	-4	4
COc1ccccc1NC(=O)C1=C(C)NC(=O)NC1c1cccc(OC)c1OC (centres undefined)	8	-3	2	-2	9	1	-2	-1	2
CCc1cn(C2CC(O)C(CO)O2)c(=O)[nH]c1=O (centres undefined)	-1	.	-3	-4	15	-1	-3	.	0
NC(=O)C1(N2CCCCC2)CCN(C(=O)c2ccc(-n3cnnn3)cc2)CC1	0	-3	-9	1	4	0	-6	2	3
CC(C)(C)OC(=O)N1CCC2(CC1)C(C#N)=C(N)OC1=C2C(=O)CCC1	-2	4	1	0	9	0	1	1	1
CN(C)NC(=S)NC1CC2CCC1C2 (centres undefined)	-1	2	-1	4	2	3	-1	0	1
O=C(NCc1ccccc1Cl)C(=O)NCC1CCCN1S(=O)(=O)c1cccs1 (centres undefined)	4	5	8	-4	11	-1	3	-2	2
CS(=O)(=O)c1ccc(-n2c(=O)n(Cc3ccccc3)c(=O)c3[nH]cnc32)cc1	-9	-2	-1	1	11	-1	4	-1	4
COc1ccc(NC2SC(=O)N(CC(=O)O)C2=O)cc1 (centres undefined)	-2	2	3	-1	4	3	2	1	1
CC(C)(C)OC(=O)C[C@H]1C/C=C\C[C@@H](CC(=O)N[C@@H](CO)Cc2ccccc2)C(=O)NC[C@@H](c2ccccc2)OC1=O	-1	.	.	0	3	.	1	.	-1
CN(C)CCC=C1c2ccccc2CCc2ccccc21	6	.	.	-1	0	.	-1	.	1
Cc1cc(C)nc(N2CCCC(C(=O)NCc3ccccc3F)C2)n1 (centres undefined)	7	-3	0	-1	10	5	3	8	7
CCOc1ccc2nc(N/C(N)=N/C(=S)Nc3cccc(OC)c3)nc(C)c2c1	-6	-9	-4	-1	-4	-7	0	-6	-1
NC(=O)c1ccccc1OCCOc1ccc(Br)cc1	-8	-3	-3	-1	4	1	5	-2	22
COc1ccc(C(CNC(=O)CNC(=O)c2ccc(F)cc2)N2CCCC2)cc1 (centres undefined)	3	.	-1	-8	4	-3	-2	.	11
CCOC(=O)/C(=N\Nc1cccc(C(F)(F)F)c1)N1CCOCC1	6	1	0	-3	15	2	4	-1	-1
Cc1cc(/C=C2/SC(=O)N(CC(=O)N3CCCC3)C2=O)ccc1N1CCOCC1	5	3	2	0	4	5	7	-3	4
CCOc1ccc(S(=O)(=O)Nc2cccc(C(=O)N3CC(C)OC(C)C3)c2)cc1 (centres undefined)	3	1	-1	-6	10	6	9	0	-3
O=C(NCC1CC1)c1ccc2c3n(nc2c1)-c1ccccc1CO3	-1	-3	0	2	-1	1	7	2	1
COc1ccccc1NC(=O)COc1ccc(/C=N/NC(=O)CSCc2ccc(Cl)cc2)cc1	3	4	-1	-1	-9	-3	1	-5	2
COc1ccccc1C(=O)NC(=O)Nc1c(C)cc(C)cc1C	21	5	-6	-2	23	1	4	-1	13
OCCSc1nc(-c2ccccc2)nc2ccc(F)cc12	-2	-10	-11	4	4	-8	-8	-2	-1
COc1ccc(Cl)cc1CSc1n[nH]c(C)n1	3	-2	0	-1	8	4	3	5	4
CCOc1ccc(OCC(=O)OCC(=O)N2CCN(C(=O)c3ccco3)CC2)cc1	1	-1	-2	1	4	0	13	1	1
O=S(=O)(Cc1ccc(Cl)cc1)CC(O)COCc1ccccc1 (centres undefined)	4	4	1	0	11	2	7	0	20
O=[N+]([O-])/C(C(=C(Cl)Cl)N1CCOCC1)=C1\NCCO1	13	4	-1	5	2	-2	5	0	1
CC(=O)N(C)c1ccc(NS(=O)(=O)c2cccc3nsnc23)cc1	-5	7	-8	2	4	-2	0	-1	1
O=C(COC(=O)c1ccccc1NC(=O)c1ccco1)Nc1ccc2c(c1)OCO2	4	2	0	1	10	3	1	0	-4
COc1ccccc1NS(=O)(=O)c1cc2c3c(c1)CCN3C(=O)CC2	-3	16	8	1	13	0	3	0	1
CCN1CCN(CC(=O)Nc2ccc(C)cc2C)C(=O)C1=O	-3	4	-1	1	13	3	1	-2	9
N#CCCn1cc(/C=N/O)c(-c2cccc([N+](=O)[O-])c2)n1	2	-7	0	-3	10	3	3	-2	-2
CCn1c2ccccc2c2cc(NC(=O)CSc3nnc(C4CC4)n3Cc3ccco3)ccc21	-2	0	13	-3	-8	-7	16	4	1
COc1ccccc1N1CCN(C(=O)c2ccc3c(c2)NC(=O)C(CSCc2ccccc2C)N3)CC1 (centres undefined)	.	-11	4	-14	.	-4	25*	9	.
O=C(Nc1nc2ccccc2[nH]1)C1CC1	3	-6	3	-2	2	1	-1	4	-1
N#CC1(c2ccccc2)CCCN1C(=O)c1ccc(Br)o1 (centres undefined)	2	2	-5	-5	5	3	4	-4	0
Oc1ccc(O)c2c1C1c3ccccc3C2c2ccccc21	.	7	-2	0	.	0	0	6	.
Cc1ccc(S(=O)(=O)CC(=O)c2cc(C)c(O)c(C)c2)cc1	-2	4	1	-1	-1	-4	5	1	4
O=C(Nc1nnc(CCc2ccccc2)s1)C1CCCO1 (centres undefined)	-3	7	-5	0	3	-1	-6	0	-1
COc1ccc(C(=O)C(C)OC(=O)c2sc(C)nc2C)cc1 (centres undefined)	2	.	0	-2	12	0	-3	.	6
COc1ccc(/C=C/C(=O)Nc2ccc(-n3nncc3-c3ccccc3)cc2)cc1OC	-48	-30	-40	-1	-15	-37	-17	-27	-11
COC(=O)c1cn(CCOc2ccccc2OC)c2ccccc12	0	-3	6	5	7	0	-1	3	3
CC(C)(C)C(=O)NC(=S)Nc1ccccc1C(=O)NC1CCCCC1	-2	-1	-2	1	3	4	2	-2	3
CN(CC(=O)Nc1ccccc1Cl)C(=O)c1ccc(N2CCCCCC2)c([N+](=O)[O-])c1	3	.	4	3	5	0	-2	.	7
COc1ccccc1CC(=O)Nc1sc2c(c1C(N)=O)CCCC2	16	3	3	1	4	-4	11	-1	0
